DT40 TDP1 CPT: growth inhibition of DT40 Tdp1-/-;hTDP1 cells with camptothecin (screen for TDP1 inhibitors); Potency, µM (doses to about 46.2 µM), for the others: at the top dose activity change, negative = growth inhibition, most hits filed as inhibitors; chicken DT40 Tdp1-/-;hTDP1 cells + 20 nM CPT, ATP luminescence, 48 h; actives 12% (n = 420,000); note: nearly all actives have a fitted effect of over 55% in size
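Chicken DT40 Tdp1-/- cells stably complemented with human TDP1 were seeded at 400 cells/well in medium containing 20 nM camptothecin, exposed to pin-transferred compounds, and grown at 37 °C for at least 48 hr. Viability was read as ATP luminescence.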
KAT2A inh: GCN5L2 (KAT2A) acetyltransferase inhibition. Q92830. GCN5L2 HAT assay, ThioGlo1 CoA-SH fluorescence. Potency, µM (doses to about 58.9 µM), without a hit: at the top dose activity change, negative = inhibition, actives largely listed as inhibitors. actives 0.21% (n = 390,000). AID 504327
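Fluorescence readout, Ex340nm/Em540nm: ThioGlo1 (50uM final) reacts with free CoA thiol released as 20nM GCN5L2 acetylates H3(1-25) peptide (75uM) using acetyl-CoA (70uM). Compound and enzyme sat 15 min beforehand; 20 min room-temperature reaction.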
FEN1 inhibitor: inhibitors of human flap endonuclease 1. P39748. Recombinant FEN1 flap cleavage, fluorescence, 15 min. Potency, µM (highest dose often 114 µM), for inactives: at the top dose activity change, negative = inhibition, actives largely listed as inhibitors. actives 0.35% (n = 390,000). AID 588795; note: nearly all actives have a fitted effect of over 65% in size
Target sequence (P39748 whole entry, looked up): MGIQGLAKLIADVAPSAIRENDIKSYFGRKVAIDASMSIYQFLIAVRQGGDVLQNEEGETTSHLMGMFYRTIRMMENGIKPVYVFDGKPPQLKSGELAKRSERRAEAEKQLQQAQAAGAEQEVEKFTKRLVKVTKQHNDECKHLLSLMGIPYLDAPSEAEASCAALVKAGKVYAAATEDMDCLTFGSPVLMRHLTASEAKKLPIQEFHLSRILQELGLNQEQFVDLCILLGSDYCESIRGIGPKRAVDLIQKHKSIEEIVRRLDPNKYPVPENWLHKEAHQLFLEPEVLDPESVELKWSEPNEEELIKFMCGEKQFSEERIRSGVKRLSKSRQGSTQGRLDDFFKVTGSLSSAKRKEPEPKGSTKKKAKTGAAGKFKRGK
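Concentration–response screening of FEN1 (10 nM): 15 min compound preincubation at room temperature, reaction started with 50 nM substrate and read at 0 and 15 min. Corrected, normalized data were fitted by a four-parameter Hill equation.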
* = called active by the depositor; ? = inconclusive; . = no result given; & = joins results of further samples. Calls come from the whole dose curve; as a rule, active = well fitted curve in the direction sought with a large enough effect; inconclusive = small, poorly fitted or top-dose-only effect, or another doubt; inactive = no such curve, though single readings can be large; an effect the other way counts as inactive or inconclusive. % is set by controls: 0 for no effect and ±100 for the full control effect; potency is the fitted concentration of half-maximal effect. These rows are one share of the data. The share of hits here may be higher or lower than overall.

SMILES	DT40 TDP1 CPT	KAT2A inh	FEN1 inhibitor
CCN(C(=O)COC(=O)/C=C/c1ccc(Cl)c(Cl)c1)c1c(N)n(Cc2ccccc2)c(=O)[nH]c1=O	3.7µM*	.	10%
CCOC(=O)c1cc(NC(=O)CSc2nnc(CN3CCOCC3)n2C)ccc1Cl	-14%	.	5%
O=C(Cn1c(=O)oc2cc(S(=O)(=O)N3CCCC3)ccc21)N1CCN(C2CCCCC2)CC1	-23%	-6%	0%
COCCn1cnc2c1c(=O)n(CC(=O)NN)c(=O)n2Cc1ccccc1	-20%	-6%	-12%
COc1ccc(Cc2nc3ccc(C(=O)N4CCOCC4)cc3o2)cc1	3%	-10%	4%
C=CCNC(=O)c1ccc(CN2CCC(Cc3ccccc3)CC2)cc1	-18%	-11%	-1%
O=C(C1=C(O)C(=O)N(Cc2ccccc2)C1c1ccco1)c1ccco1 (configuration not stated)	-1%	3%	-19%
COc1ccc(C(=O)NCC(C)(C)N2CCOCC2)cc1S(=O)(=O)NCc1ccc(Cl)cc1	4%	.	-5%
COc1ccc2[nH]cc(CCNc3nc(-c4cccnc4)nc4ccccc34)c2c1	23µM*	-16%	.
COc1ccccc1N1CCN(C(=O)Cn2nc(C(F)(F)F)c3c2CCC3)CC1	-20%	-10%	-5%
Cn1c(NCc2cccnc2)nc2c1c(=O)n(Cc1ccccc1F)c(=O)n2C	?	2%	1%
CCCn1c(=N)c(C(=O)NC(C)c2ccccc2)cc2c(=O)n3ccccc3nc21 (configuration not stated)	?	-10%	-4%
O=C(NCCCN1CCOCC1)c1cc(S(=O)(=O)N2CCOCC2)ccc1Cl	-1%	0%	2%
O=S1(=O)c2ccccc2C(CCO)N1Cc1ccccc1 (configuration not stated)	-7%	2%	-6%&19%
COc1ccc(N2C(=O)CSC2c2ccc(F)cc2)cc1 (configuration not stated)	3%	-9%	18%
Cc1nn(-c2ccc(F)cc2)c2sc(C(=O)N3CCCCCC3)cc12	?	1%	-23%
N#Cc1c(C(F)(F)F)cc(-c2ccccc2)[nH]c1=O	1%	-24%	4%
CCc1ccc(-n2c(=O)c3c(C)c(C(=O)N(C)C)sc3n(Cc3cccc(C)c3)c2=O)cc1	-4%	-2%	-4%
O=[N+]([O-])c1cccc(-c2noc(-c3ccco3)n2)c1	-2%	-4%	18%
CC(C)(O)[C@H](O)Cc1cc2ccc(=O)oc2cc1O[C@@H]1O[C@H](CO)[C@@H](O)[C@H](O)[C@H]1O	-11%	-2%	19%
CCOC(=O)c1cc(NC(=O)c2ccc(C)cc2)c(=O)n2c1oc1ccccc12	-16%	-5%	15%
COc1ccc(NC(=O)CC2C(=O)N(c3cccc(OC)c3)C(=O)N2CCc2cccs2)cc1 (configuration not stated)	?	0%	6%
CCOC(=O)c1c(NC(=O)COc2cc(C)ccc2C(C)C)sc2c1CCCC2	1%	-14%	-14%
CC(C)(C)Cn1nc(-c2ccc(Cl)cc2)c2c(N)ncnc21	8.4µM*	-12%	.
COc1ccc(CCNC(=O)c2csc3c2CCCCC3)c(OC)c1	?	-11%	19%
COc1ccc(S(=O)(=O)NNC(=O)C2Cc3c(ccc4ccccc34)O2)cc1 (configuration not stated)	16µM*	-1%	16%
CC1(C)CC(=O)c2c(O)cc(OCc3ccc(Br)cc3)cc2O1	-15%	-4%	-1%
CCCCCN(C(=O)CCC(=O)OCC(=O)Nc1cccc(CC)c1)c1c(N)n(CCCC)c(=O)[nH]c1=O	-19%	-3%	-9%
COc1cc(OC)c2c(c1)OC(=O)CC2c1cc(OC)c(OC)c(OC)c1 (configuration not stated)	-9%	-8%	12%
COc1ccc(NC(=O)Cc2ccccc2)cc1	?	-9%	2%
Cc1cc(/C=C2\C(=N)N3N=C(S(C)(=O)=O)SC3=NC2=O)c(C)n1Cc1ccccc1	-12%	-5%	-18%
Cn1nnc2sc3c(c2c1=O)CCCC3	-14%	-2%	8%
Cc1ccc(NC(=O)c2cccnc2C(=O)O)nc1	-23%	3%	2%
N#C/C(=C\c1ccc(F)cc1)c1nc(-c2ccc(-c3ccccc3)cc2)cs1	-11%	-3%	15%
CN1C[C@H]2CON(C)[C@H]2C[C@H]1c1cccc(-c2ccccc2)c1	-2%	.	9%
Cn1c(=O)n(-c2cccc(Cl)c2)c(=O)c2sc3ccccc3c21	-2%	-6%	1%
CCOC(=O)N1CCN(Cc2nc(N)nc(Nc3ccc(OCC)cc3)n2)CC1	-22%	-12%	-2%
CCOC(=O)c1ccc(NC(=O)CSc2nc3ccccc3c(=O)n2CCC(=O)NC2CCCCC2)cc1	-3%	1%	6%
COc1ccc(-n2c(SCC(=O)NCC3CCCO3)nc3c(c2=O)SCC3)cc1OC (configuration not stated)	12%	3%	-19%
COc1cccc(-c2nc(CS(=O)(=O)CC(=O)Nc3c(C)cccc3C)c(C)o2)c1	?	-3%	13%
CC1CCCCN1C(=O)CSc1nc2ccsc2c(=O)n1Cc1ccccn1 (configuration not stated)	?	-18%	8%
COc1ccc(NC(=O)c2c(N)no[n+]2[O-])cc1	-5%	1%	-2%
CCCNc1c(NC(=O)COc2ccc(Cl)cc2)c(=O)oc2ccccc12	?	-3%	17%
CCN1C(=NCCc2cccs2)N[C@@H](c2cccs2)C(C(=O)OC)=C1C	6.5µM*	1%	-13%
CC1(C)CC(=O)C2=C(C1)OC(N)=C(C#N)C21CCN(C(=O)OCc2ccccc2)CC1	-7%	-14%	-22%

A few values from the list:
Reading of COc1ccc(NC(=O)Cc2ccccc2)cc1 under FEN1 inhibitor: 2%
Reading of CC1(C)CC(=O)C2=C(C1)OC(N)=C(C#N)C21CCN(C(=O)OCc2ccccc2)CC1 under KAT2A inh: -14%
Reading of CCc1ccc(-n2c(=O)c3c(C)c(C(=O)N(C)C)sc3n(Cc3cccc(C)c3)c2=O)cc1 under FEN1 inhibitor: -4%

The list continues.
SMILES	DT40 TDP1 CPT	KAT2A inh	FEN1 inhibitor
Cc1ccc(S(=O)(=O)N(CC(=O)Nc2ccc3c(c2)OCO3)c2cc(Cl)cc(Cl)c2)cc1	?	-9%	7%
Cc1ccc(-c2cc(=O)[nH][nH]2)c(C)c1	4%	-8%	7%
Cc1cc(C)n(C(C)CC(=O)Nc2ccc(Cl)cc2C)n1 (configuration not stated)	-26%	-18%	1%
CCOc1ccc(NC(=O)N2CCC(C(=O)c3ccc(F)cc3)CC2)cc1	-30%	-5%	-14%
CCS(=O)(=O)n1nc(NCc2cccc(OC)c2)nc1NCc1cccc(OC)c1	-27%	-9%	-1%
O=C(NC(c1ccccc1)c1ccccc1)c1ccc(S(=O)(=O)C(F)F)cc1	10%	-3%	-16%
CC1CCC2(CC1)NC(=O)N(CC(=O)NC(C)c1ccc(F)c(F)c1)C2=O (configuration not stated)	0%	1%	19%
COc1ccc(C2CC(c3ccc(F)cc3)n3nc(NC(=O)c4ccco4)nc3N2)cc1 (configuration not stated)	0%	0%	0%
CCOc1cc(C(=O)O)cc(Cl)c1OCC#N	-22%	1%	-2%
Clc1ccc(CCNC(c2ccc(Cl)cc2)c2nnc(-c3ccccc3)o2)cc1 (configuration not stated)	?	-13%	7%
Cc1cc(N2CCC(C)CC2)nc2ccc(NC(=O)CCC(=O)N3CCN(c4ccccc4F)CC3)cc12	18µM*	-22%	?
CCOc1ccccc1NC(=O)CN1C(=O)NC(Cc2c[nH]c3ccccc23)C1=O (configuration not stated)	-4%	0%	-4%
COc1ccc(CN2CCN(C(=O)Cn3ncn4cccc4c3=O)CC2)c(OC)c1OC	-26%	1%	-3%
CCCCNc1ccc(-c2nc(-c3ccccn3)no2)cc1[N+](=O)[O-]	-11%	-3%	16%
Cc1nnsc1C(=O)Oc1ccc(C#N)cc1	-1%	-2%	-3%

Some of the entries above, reformatted:
Every second line gives: DT40 TDP1 CPT	KAT2A inh	FEN1 inhibitor
- O=C(NC(c1ccccc1)c1ccccc1)c1ccc(S(=O)(=O)C(F)F)cc1
    10%	-3%	-16%
- CC1CCC2(CC1)NC(=O)N(CC(=O)NC(C)c1ccc(F)c(F)c1)C2=O (configuration not stated)
    0%	1%	19%
- COc1ccc(C2CC(c3ccc(F)cc3)n3nc(NC(=O)c4ccco4)nc3N2)cc1 (configuration not stated)
    0%	0%	0%
- CCOc1cc(C(=O)O)cc(Cl)c1OCC#N
    -22%	1%	-2%
- Clc1ccc(CCNC(c2ccc(Cl)cc2)c2nnc(-c3ccccc3)o2)cc1 (configuration not stated)
    ?	-13%	7%
- Cc1cc(N2CCC(C)CC2)nc2ccc(NC(=O)CCC(=O)N3CCN(c4ccccc4F)CC3)cc12
    18µM*	-22%	?

Further entries:
SMILES	DT40 TDP1 CPT	KAT2A inh	FEN1 inhibitor
COc1ccc(OC)c(CN2CCCC(C(=O)c3ccccc3SC)C2)c1 (configuration not stated)	13µM*	-18%	-16%
COc1ccc(C(=O)N2CC(=O)Nc3ccccc32)cc1S(=O)(=O)N1CCOCC1	7%	-5%	17%
CCC(C(=O)Nc1ccc(S(=O)(=O)N2CCN(C)CC2)cc1)c1ccccc1 (configuration not stated)	0%	.	-1%
COc1ccc(C2(CNC(=O)c3ccccc3[N+](=O)[O-])CCOCC2)cc1	-2%	-3%	8%
CCOC(=O)c1cc(C#N)c(N2CCCNCC2)nc1C(F)(F)F	-15%	-5%	5%
COC(=O)CCC(=O)NC(=S)Nc1ccc(S(=O)(=O)Nc2cc(OC)nc(OC)n2)cc1	16%	-4%	4%
O=C(O)CC/C(=C\c1ccc(N2CCCC2)c([N+](=O)[O-])c1)c1nc2ccccc2s1	0%	2%	?
COc1ccc(-n2c(C)nc3cc(C(=O)NCc4ccc5c(c4)OCO5)ccc32)cc1	-6%	4%	-1%
CCOc1ccc(Nc2nc(N3CCCC3)nc(N3CCN(c4ccc(OC)cc4)CC3)n2)cc1	?	-10%	3%
Cc1ccccc1CNC(=O)CSc1nnc(C)c2c(C)n(-c3ccccc3)nc12	?	-14%	11%
Cc1ccc2cc(C#N)c(NCCNC(=O)C3CC3)nc2c1C	15µM*	4%	-6%
O=C(CSc1n[nH]c(-c2ccccc2Cl)n1)N1CCN(c2ccccc2F)CC1	-22%	-3%	10%
O=C1OCCN1C(=O)[C@H]1[C@H](c2ccc([N+](=O)[O-])cc2)C(c2ccc(F)cc2)=NN1c1ccc(Br)cc1	?	-12%&4%	-2%
COc1ccc2cc3cc(C(=O)N4CCN(c5ccc(C(C)=O)cc5)CC4)sc3nc2c1Cl	-12%	-4%	-3%
COc1ccccc1N1CCN(C(=O)COc2ccc(Cl)cc2)CC1	?	3%	1%
Cc1nn(-c2ccccc2)c2c1C(c1ccc(Br)s1)C(C#N)=C(N)O2 (configuration not stated)	?	-1%	?
O=C(CCSCCc1ccncc1)NCCCN1CCOCC1	-7%	-6%	-11%
Cc1ccc(Nc2nc(-c3ccncc3)cs2)cc1	?	-17%	4%
CCOC(=O)C1(CCOc2ccccc2)CCN(Cc2cc(OC)cc(OC)c2)CC1	26µM*	-6%	9%
CC(C)c1csc(CN2CCC(CO)(Cc3cccc(F)c3)CC2)n1	?	-2%	-1%
Cc1ccc(C)c(N2CCN(CCN3CCCCC3)CC2)c1	-28%	15%	-12%
CCN1CCN(C(=O)Cn2ncc3c([nH]c4ccccc43)c2=O)CC1	11%	-6%	-12%
CCCCOC(=O)C(C#N)c1nc2ccccc2nc1N1CCOCC1 (configuration not stated)	?	-6%	3%
O=[N+]([O-])c1ccc2c(c1)CCN2	-6%	.	0%
Cc1ccc2[nH]c(=O)c(CN(Cc3cccnc3)C(=S)NCCCN(C)C)cc2c1	12%	-5%	-7%
Cc1cc(C)nc(NS(=O)(=O)c2ccc(N3Cc4ccccc4C3=O)cc2)n1	-12%	-4%	-3%
O=C(Nc1ccncc1)c1sc2ccccc2c1Cl	?	-2%	7%
COc1ccc(NC(=O)C(=O)Nc2cccc3ccccc23)c(OC)c1	0%	1%	-3%
Cc1cccc(N2C(=O)C(Cl)=C(Nc3c(C)n(C)n(-c4ccccc4)c3=O)C2=O)c1C	?	0%	-5%
O=[N+]([O-])c1ccc(NCCCN2CCOCC2)c([N+](=O)[O-])c1	24%	4%	-1%
CCN(CC)C(=O)C1CCN(S(=O)(=O)c2ccc3c(c2)CCCN3C(C)=O)CC1	23µM*	-3%	12%
CC1CCC(NS(=O)(=O)c2ccc(N3CCCC3=O)cc2)CC1 (configuration not stated)	?	0%	-7%
Cc1ccc(CCNS(=O)(=O)c2ccc3c(c2)NC(=O)C(C)C(=O)N3)cc1 (configuration not stated)	-22%	3%	-19%
CCOc1ccccc1NC(=O)CSc1nnc2ccc(-c3ccccn3)nn12	?	1%	2%
Cc1cc(=O)[nH]c(SCC(=O)Nc2ccccc2C)n1	-14%	-8%	-1%
Cc1cccn2c(=O)c(C(=O)NC3CCCCC3C)c(O)nc12 (configuration not stated)	?	-11%	-9%
CC(=O)c1c(C)[nH]c(C(=O)OCC(=O)N2CCN(S(=O)(=O)c3ccc(C)cc3)CC2)c1C	-28%	0%	-16%
COc1cccc(-n2c(CNc3ccc(F)cc3)nnc2SCC(N)=O)c1	2%	1%	0%
